Bioassay records: PubChem BioAssay, several laboratories
IMP-1 inh: IMP-1 metallo-beta-lactamase inhibitors, primary screen, biochemical, epi-absorbance readout, Pseudomonas aeruginosa enzyme; inhibition, % at 5.6 µM; purified IMP-1, nitrocefin hydrolysis, epi-absorbance fluorescence; 0.45% of 290,000 active;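 active = inhibition above the mean plus 3 SD of all compounds in the same screening run, cut at about 4.5% in these data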;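 also: 0% = IMP-1 with DMSO and 100% = DMSO wells lacking enzyme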
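System: purified recombinant IMP-1 beta-lactamase. Medium: Zinc- and detergent-supplemented HEPES buffer, pH 7.1. Compound: one 5.6 µM dose […]. Schedule: 15 min preincubation plus 25 min reaction at 25 °C. Technique: Epi-absorbance fluorescence, 480 nm excitation, 530 nm emission.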
CRFBP-R2 block: antagonists of CRF-BP/CRF-R2 complex, primary screen, cell-based, HEK293, calcium dye fluorescence, uHTS; CRF-induced calcium fluorescence; inhibition, % at 11.8 µM; 0.59% of 350,000 active; AID 588475, 2011;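 active = inhibition of the ligand-induced calcium signal above about 50% at the single tested concentration, limit read from the data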
GalR3 antagonist: GalR3 antagonists in HEK293 cells, primary screen, cell-based, fluorescence readout; 0.44% of 360,000 active; HEK293 GalR3-CNG cAMP membrane potential fluorescence; galR3 body fused to GalR1 C-terminus; Galanin receptor type 3 (Homo sapiens), O60755; inhibition, % at 3 µM;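 active = inhibition above the screen-wide average plus 3 SD, cut at about 13% in these data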;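 also: forskolin and galanin both at EC90 stimulate the cells; cAMP rise reported by CNG channel membrane potential dye signal; 0% = forskolin plus galanin with DMSO and 100% = forskolin alone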
SUMO HTRF inh: inhibitors of in vitro SUMOylation cascade, primary screen, biochemical, HTRF, uHTS. SUMO-conjugating enzyme UBC9 (Homo sapiens), P63279. HTRF SUMOylation assay, SAE1/SAE2 + UBC9. inhibition, % at 35 µM. 0.36% of 290,000 active. AID 2006, 2009; in the data active = inhibition above about 50%, passing the limit was not always enough; also: strong numbers were not always called active
IDE cell activ: human IDE activators in live cells, primary screen, fluorescence polarization, HEK cells, FAbeta-B substrate. activation, % at 5.96 µM. 0.073% of 340,000 active. Insulin-degrading enzyme (Homo sapiens), P14735. FAbeta-B cleavage; 0% vehicle, 100% cell-free pure enzyme wells;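 active = activation above the mean of all tested compounds plus 3 SD, set per screening campaign, cut at about 17% in these data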
Target sequence (P14735 whole entry, looked up): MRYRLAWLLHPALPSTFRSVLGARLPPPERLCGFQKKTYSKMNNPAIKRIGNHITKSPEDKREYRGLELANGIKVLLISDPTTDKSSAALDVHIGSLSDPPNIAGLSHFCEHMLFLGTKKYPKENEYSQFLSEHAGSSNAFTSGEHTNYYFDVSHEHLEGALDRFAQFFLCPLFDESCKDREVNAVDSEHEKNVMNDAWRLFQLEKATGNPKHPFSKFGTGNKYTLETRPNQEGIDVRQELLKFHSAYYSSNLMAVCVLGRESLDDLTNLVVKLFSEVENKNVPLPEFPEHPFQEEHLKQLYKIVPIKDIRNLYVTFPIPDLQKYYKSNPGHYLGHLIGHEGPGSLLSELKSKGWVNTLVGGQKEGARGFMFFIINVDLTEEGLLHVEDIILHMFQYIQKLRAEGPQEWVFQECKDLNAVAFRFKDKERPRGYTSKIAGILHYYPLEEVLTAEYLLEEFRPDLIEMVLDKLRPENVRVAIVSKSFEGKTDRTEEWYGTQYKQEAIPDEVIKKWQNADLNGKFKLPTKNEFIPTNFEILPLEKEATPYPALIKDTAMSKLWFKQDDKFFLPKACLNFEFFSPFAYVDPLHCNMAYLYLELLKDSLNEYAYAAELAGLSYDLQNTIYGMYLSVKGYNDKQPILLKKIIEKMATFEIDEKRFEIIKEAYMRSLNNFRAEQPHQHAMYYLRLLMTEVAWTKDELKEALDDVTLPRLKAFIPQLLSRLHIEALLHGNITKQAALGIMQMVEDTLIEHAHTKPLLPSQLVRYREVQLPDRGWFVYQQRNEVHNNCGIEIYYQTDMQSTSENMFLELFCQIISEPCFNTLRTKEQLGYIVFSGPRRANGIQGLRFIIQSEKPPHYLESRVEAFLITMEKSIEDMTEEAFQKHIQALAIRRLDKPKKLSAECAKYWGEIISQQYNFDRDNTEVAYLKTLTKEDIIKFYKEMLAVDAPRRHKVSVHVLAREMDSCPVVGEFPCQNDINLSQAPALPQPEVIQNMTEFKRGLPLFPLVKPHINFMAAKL
VIM-2 inhibitor: VIM-2 metallo-beta-lactamase inhibitors, primary screen, biochemical, epi-absorbance readout, Pseudomonas aeruginosa enzyme; inhibition, % at 5.6 µM; AID 1527, 2009; purified VIM-2, nitrocefin hydrolysis, epi-absorbance fluorescence; 0.89% of 290,000 active;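 active = inhibition above the mean of all tested compounds plus 3 SD, cutoff set per screening run, cut at about 7.5% in these data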;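 also: red hydrolysis product quenches plate fluorescence so inhibitors raise well fluorescence; 0% = enzyme with DMSO and 100% = DMSO without enzyme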
IDE cell inh: human IDE inhibitors in live cells, primary screen, fluorescence polarization, HEK cells, FAbetaB substrate. FAbetaB cleavage. inhibition, % at 5.59 µM. 0.41% of 320,000 active. Insulin-degrading enzyme (Homo sapiens), P14735;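 active = percent inhibition above the average of all tested compounds plus 3 SD, set per screening campaign, cut at about 16% in these data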;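 also: IDE supplied by intact live HEK cells; FP after avidin binding of uncleaved biotin substrate so inhibition keeps polarization high; 0% = DMSO wells and 100% = 60 µM reference IDE inhibitor Ii1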
HCV NS3 hel inh: inhibitors of HCV NS3 helicase, primary screen, biochemical, Cy5 molecular beacon fluorescence. Hepatitis C virus NS3 helicase. NS3 helicase DNA unwinding. inhibition, % at 10.9 µM. 0.56% of 290,000 active. AID 1800, 2009;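 active = inhibition above the mean of all tested compounds plus 3 SD, set per campaign, cut at about 35% in these data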;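 also: 0% = DMSO wells and 100% = thioflavine S control wells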
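Assay system – hepatitis C virus NS3 helicase domain fragment enzyme · Buffer or medium – MOPS pH 6.5, MgCl2, DTT, Tween20, BSA · Reagent – Cy5/quencher beacon DNA duplex and ATP to start · Compound – single 10.9 µM dose · Timing – 1 h at 25 °C · Technique – Cy5 beacon fluorescence read at start and 1 h · Measure – % inhibition of unwinding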
p-CIP stab down: p/CIP-EGFP fusion destabilizers, primary screen, fluorescence, F442A cells; decrease of EGFP signal, % at 10 µM; Q05BA5; AID 1984, 2009; 16 h; 0.01% of 290,000 active;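 active = EGFP signal decrease of at least 30% at 10 µM or well 3 SD below plate mean, unless failing retest; inactive = the rest, including hits failing retest or dose response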; also: some compounds called inactive have numbers as strong as hits; many of its hits are not listed in these tables
* hit, by the source's call; / = not tested or not shown; & = joins results of further samples.

Start of the data: the first 2 compounds as a preview:
Results follow in this order: IMP-1 inh	CRFBP-R2 block	GalR3 antagonist	SUMO HTRF inh	IDE cell activ	VIM-2 inhibitor	IDE cell inh	HCV NS3 hel inh	p-CIP stab down
CC/C(=N\NC(=O)c1cccnc1)c1ccc2c(c1)OCCO2
 : -4.0	-1	-3	-1	2	46*	9	-16	12
CCn1cc(/C=C(\NC(=O)c2ccc(OC)c(OC)c2)C(=O)NCCCN2CCOCC2)c2ccccc21
 : 0.1	1	-6	-12	3	-1.2	/	-26	-6

Results, repeating the preview:
Results follow in this order: IMP-1 inh	CRFBP-R2 block	GalR3 antagonist	SUMO HTRF inh	IDE cell activ	VIM-2 inhibitor	IDE cell inh	HCV NS3 hel inh	p-CIP stab down
CC/C(=N\NC(=O)c1cccnc1)c1ccc2c(c1)OCCO2
 : -4.0	-1	-3	-1	2	46*	9	-16	12
CCn1cc(/C=C(\NC(=O)c2ccc(OC)c(OC)c2)C(=O)NCCCN2CCOCC2)c2ccccc21
 : 0.1	1	-6	-12	3	-1.2	/	-26	-6
C[C@]12C=CC(=O)C=C1CCC1C3CC[C@](O)(C(=O)CO)[C@@]3(C)CC3OC312 (some centres undefined)
 : -2.4	0	-2	5	-1	-4.2	1	-2	-2
CCCc1cc(C(=O)Nc2cc(Cl)ccc2O)no1
 : -4.6	11	-7	-5	1	-2.7	1	0	7
CC(C)CCNC(=O)C(c1ccco1)N(CC1CCCO1)C(=O)Cn1nnc2ccccc21 (centres undefined)
 : -1.6	3	-5	17	1	-3.0	4	3	-3
CCSc1nnc(NC(=O)CSc2nc3c(cc2C#N)CCCC3)s1
 : -2.9	-34	-3	-25	2	-1.8	-4	10	-10
Cc1cc(N2CCN(c3ccccc3)CC2)nc(-c2ccccc2)n1
 : -2.0	-5	0	-27	1	1.1	-1	-3	-2
COc1cccc(NC(=O)N2CCCC2C(=O)NCC(C)C)c1 (centres undefined)
 : -3.9	-3	-3	8	-2	-1.0	2	8	-12
O=C(Cn1c(=O)oc2ccccc21)Nc1cccc(Cl)c1
 : -0.2	-1	-1	7	2	-1.3	0	10	-10
CSc1nsc(SCC(=O)Nc2ccc(OC(C)=O)cc2)n1
 : 0.2	15	-4	2	1	0.6	-3	0	8
C[C@H](OC(=O)NCc1ccc(C(F)(F)F)cc1)[C@@H]1O[C@@]2(C)CCC[C@@H]1O2
 : /	-4	0	/	0	/	-5	/	/
O=C(Cn1cc(C(F)(F)F)cc(Cl)c1=O)NCc1ccc(Cl)cc1Cl
 : -1.3	-3	-6	6	0	-0.5	-1	-8	-14
c1cnc(Sc2ccc3nnnn3n2)nc1
 : -0.9	1	1	-2	-5	-1.0	3	-6	-5
Brc1ccc(NCc2nnc3n2CCCCC3)cc1
 : -4.8	6	-4	17	-9	-1.9	3	5	-20
O=C1NN(c2ccccc2)C(=O)/C1=C\c1ccccc1
 : -4.4	-39	-2	10	-2	-1.7	/	49*	-4
Cn1c(N)c(C(=O)COC(=O)COc2ccc(Br)cc2)c(=O)n(C)c1=O
 : /	3	-6	/	4	/	0	/	/
Cc1ccc(C(=O)/C=C/C(=O)c2ccc(C)cc2)cc1
 : -1.3	-59	10	-6	-2	4.0	3	-1	3
Cc1c(C)c2ccc(OCC(=O)NC(Cc3c[nH]c4ccc(O)cc34)C(=O)O)c(C)c2oc1=O (centres undefined)
 : 1.4	3	-6	10	4	6.4	2	16	8
CC1Cc2ccccc2N1C(=O)CN1CCC(C(N)=O)CC1 (centres undefined)
 : -0.5	4	-8	7	5	1.6	1	-8	-7
CCOc1cc(/C=N/NS(=O)(=O)c2ccc(OC)cc2)ccc1OCCN1CCOCC1
 : 0.7	8	0	6	2	-1.7	12	-29	-7
CC1(C)CC(=O)C=C(C(=O)NC2CCCc3c2cnn3-c2cc(F)cc(F)c2)O1 (centres undefined)
 : -0.8	-6	-3	-3	3	-1.0	-5	0	1
NS(=O)(=O)Cc1noc2ccccc12
 : -3.9	-9&-2	-2	14	1&13	-3.6	1	1	-18
CCN(CC)CCn1c(NC(=O)c2ccc(C(F)(F)F)cc2)nc2ccccc21
 : -3.6	-7	-7	21	7	-4.7	-3	8	15
CC(C)(C)c1cc[n+](C2=C([O-])c3ccccc3C(=O)/C2=N\S(=O)(=O)c2cccs2)cc1
 : 7.0*	-1	-5	58	/	3.3	-1	15	/
CCOC(=O)C1CCN(C(=O)C2(NC(=O)Nc3cccc(F)c3)CCCCC2)CC1
 : -3.3	2	-4	4	-4	-2.7	-5	0	3
COc1c(C(=O)Nc2nccs2)ccc2ccccc12
 : -1.8	0	-11	-3	2	-1.8	-2	-3	-1
Cc1ccc2cc(CN(CC3CCCO3)C(=O)C(C)C)c(=O)[nH]c2c1 (centres undefined)
 : 0.8	2	1	-21	0	-0.8	10	-7	-5
CCOc1ccc(N2C(=O)CC(N(CCc3ccccc3)C(=O)/C=C/C(=O)O)C2=O)cc1 (centres undefined)
 : -0.7	1	3	23	/	-1.0	-2	1	-12
Cn1c(=O)c2c(ncn2CC(=O)N2CCN(c3ccc(F)cc3)CC2)n(C)c1=O
 : -1.3	-4	-3	17	1	-1.8	2	4	-7
CCOC(=O)/C=C1\SCC(=O)N1Cc1nnc(-c2ccccc2Br)o1
 : -2.2	0	-4	11	-1	-3.2	6	12	-5

Exported with the structure last: entries from further up
IMP-1 inh | CRFBP-R2 block | GalR3 antagonist | SUMO HTRF inh | IDE cell activ | VIM-2 inhibitor | IDE cell inh | HCV NS3 hel inh | p-CIP stab down | molecule
-3.6 | -7 | -7 | 21 | 7 | -4.7 | -3 | 8 | 15 | CCN(CC)CCn1c(NC(=O)c2ccc(C(F)(F)F)cc2)nc2ccccc21
-0.5 | 4 | -8 | 7 | 5 | 1.6 | 1 | -8 | -7 | CC1Cc2ccccc2N1C(=O)CN1CCC(C(N)=O)CC1 (centres undefined)
0.2 | 15 | -4 | 2 | 1 | 0.6 | -3 | 0 | 8 | CSc1nsc(SCC(=O)Nc2ccc(OC(C)=O)cc2)n1
-3.9 | -9&-2 | -2 | 14 | 1&13 | -3.6 | 1 | 1 | -18 | NS(=O)(=O)Cc1noc2ccccc12

(further entries)
Results follow in this order: IMP-1 inh	CRFBP-R2 block	GalR3 antagonist	SUMO HTRF inh	IDE cell activ	VIM-2 inhibitor	IDE cell inh	HCV NS3 hel inh	p-CIP stab down
COCCNC(=O)Cn1cnc([N+](=O)[O-])n1
 : -1.8	4	-7	-5	0	-2.6	5	19	3
COc1ccc(-c2nonc2NC(=O)c2oc3ccccc3c2C)cc1OC
 : 0.2	10	-6	-5	5	2.0	-1	21	-10
Brc1ccc(-c2ccc(/C=N/Nc3nc4ccccc4[nH]3)o2)cc1
 : -0.9	-20	-7	-5	-1	-2.7	7	6	0
Cc1ccc(C(OC(=O)c2ccco2)C(=O)NC2CCCC2)cc1 (centres undefined)
 : -2.8	3	-8	3	2	-2.0	5	1	-2
COc1ccc(C(=O)Nc2nc(CC(=O)NCCc3ccccc3)cs2)cc1
 : /	10	0	/	1	/	2	/	/
COc1ccc(C/C(N)=N/OC(=O)Cc2ccc(OC)c(OC)c2)cc1
 : -1.2	20	-2	7	-1	-3.8	8	-13	-13
COCc1ccc(C(=O)NC2CCCc3c2cnn3-c2ccc(C)c(C)c2)o1 (centres undefined)
 : -1.1	-5	-4	8	3	-1.0	1	11	-5
CCOC(=O)c1cccc(NC(=O)C2CCCN(S(=O)(=O)c3c(C)nn(C)c3C)C2)c1 (centres undefined)
 : -3.1	8	1	21	2	-5.3	5	0	-17
COc1ccc(S(=O)(=O)Cc2ccc(C(=O)N3CCN(c4ccccc4)CC3)o2)cc1
 : -3.8	7	0	-6	1	-3.6	-1	-5	-10
CCOC(=O)C1=CN(C)C=C(C(=O)OCC)C1c1ccsc1
 : -1.5	8	-6	18	5	0.1	4	-3	-8
CSc1ccc(Cl)c(C(=O)OCC(=O)N2CCN(C(=O)c3ccco3)CC2)c1
 : /	-1	-5	/	-4	/	9	/	/
CC(C)(C)SCCNC(=O)CSc1ccccc1
 : -6.1	-2	-4	/	6	-2.2	6	17	/
Nn1c(SCC(=O)N2CCN(S(=O)(=O)c3ccc(Cl)cc3)CC2)nnc1-c1cccs1
 : -2.6	-1	-3	10	-6	-2.3	1	5	-2
CCCCCCSc1ccc([C@H]2N[C@@](Cc3ccccc3)(C(=O)OC)[C@H]3C(=O)N(C)C(=O)[C@@H]23)cc1
 : /	-17	0	/	-6	/	4	/	/
O=C(Nc1nc2ccccc2[nH]1)c1cc2ccccc2o1
 : -4.3	-29	0	17	2	-1.1	-3	-1	6
C[C@H]1CN([C@@H](C)CO)C(=O)c2cc(NC(=O)C3CCCCC3)ccc2O[C@H]1CN(C)Cc1ccc(-c2ccccc2)cc1
 : /	-11	-2	/	0	/	-2	/	/
CC1(C)CC(C2N3CC4(C)CN2CC(C)(C3)C4=O)CCO1 (centres undefined)
 : -1.8	-5	-8	3	4	-0.4	-3	6	1
O=C(COC(=O)C1CCN(C(=O)Nc2ccccc2)CC1)NCC(F)(F)F
 : 2.7	22	-1	-3	7	-1.0	1	-13	8
C/C(=N\N=C\c1ccccc1F)c1nnn(-c2nonc2N)c1C
 : -3.8	-38	-11	-6	2	-2.0	4	-6	-6
COc1ccccc1CN1CCCC(C(=O)N(C)Cc2ccccc2)C1 (centres undefined)
 : -2.2	55*	-1	2	5	-2.7	/	-2	10
COC(=O)c1sccc1NC(=O)Cc1ccc(OC)cc1
 : -1.9	31	-1	-8	2	0.9	-2	8	6
O=C(NC1CCCCCC1)c1ccco1
 : -2.6	3	0	1	10	-4.8	4	8	-1
CN1C(=O)c2ccc(NC(=O)c3c(F)c(F)c(F)c(F)c3F)cc2C1=O
 : -3.1	10	2	17	-1	-2.0	-5	-2	-9
CCOCCn1c(SCCCc2ccccc2)nc2c1c(=O)[nH]c(=O)n2C
 : -1.7	-29	-4	-2	2	-2.8	5	-6	-10
Cc1ccc(C)c(-c2nnc(NC(=O)Cc3ccc(F)cc3)o2)c1
 : -2.2	9	/	9	6	-4.0	6	42*	-9
Cc1nnc(SCC(=O)Nc2cc(-c3cc(C)c(C)cc3C)nn2-c2ccccc2)s1
 : -4.8	6	-6	-15	0	-1.7	5	-6	-7
CCCCCn1cnc2c(sc3nc4c(cc32)CSC(C)(C)C4)c1=O
 : -2.2	-11	-12	2	2	-2.5	-9	-3	-14
